From PubChem BioAssay
Abeta yeast res: qHTS for compounds that reverse cellular toxicity of Amyloid beta (A-beta) peptide in yeast: Primary Screen; yeast expressing A-beta42, growth rescue, OD600, 48 h; response scale: 0% DMSO, 100% iron-clioquinol control; Potency, µM (titrated, usually from 46.1 µM), for inactives: at the highest dose growth rescue, usual class: activators; hit rate 0.063% among 410,000; AID 1347071, 2019; also: potency is read from the fitted curve at half-maximal effect; nearly all actives have a fitted effect of over 55% in size
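Yeast A-beta toxicity model in growth medium with pinned compounds, 48 h at 30 C; growth read as absorbance at 600 nm. Normalized to FeCl3/clioquinol equimolar mix (positive) and DMSO (negative).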
GLP1R cytotox: qHTS of GLP-1 Receptor Inverse Agonists: Cytotox Screen. HEK293 cAMP-luciferase reporter cells, luminescence, 24 h. Potency, µM (titrated, usually from 38.3 µM), inactives show at the top dose activity change, negative = inhibition, hits mostly inhibitors. hit rate 0.13% among 410,000. AID 624418, 2012;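 also: loss of luciferase light is scored as toxicity; potency is read from the fitted curve at half-maximal effect; % is scaled to controls: 0 for no effect and ±100 for the full control effect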
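MLSMR compounds, 24 hr on cells at 37 deg C/5% CO2; luminescence after luciferase reagent (12 min RT). Inhibition counted as the undesired cytotoxic outcome.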
TDP43 rescue: qHTS of TDP-43 Inhibitors; TDP-43 expressing yeast growth rescue, BacTiter-Glo, 24 h; Potency, µM (doses to about 46.1 µM), inactives show at the highest dose growth rescue (activation), most hits filed as activators; hit rate 1.8% among 410,000; also: potency is read from the fitted curve at half-maximal effect; % of control where 0% means no effect; nearly all actives have a fitted effect of over 50% in size
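In this qHTS, compounds that restore growth of yeast expressing TDP-43 appear as activators. Cells (OD600=0.02, galactose medium, raffinose-pregrown) are incubated with compound 24 hr at 30 deg C and growth is quantified by BacTiter-Glo.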
MmCpn inh: Inhibitors of TCP-1 ring complex (TRiC) of Methanococcus maripaludis (MmCpn): qHTS; hit rate 0.031% among 330,000; AID 504842, 2011; Chaperonin Mm-Cpn (Methanococcus maripaludis); purified Mm-Cpn ATPase, ADP Transcreener TR-FRET; Potency, µM (top dose mostly 76.9 µM), for the others: at the highest dose activity, negative = inhibition, usual class: inhibitors; also: potency is read from the fitted curve at half-maximal effect; % is scaled to controls: 0 for no effect and ±100 for the full control effect; nearly all actives have a fitted effect of over 80% in size
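Quantitative HTS used 25 nM Mm-CPN and 10 uM ATP in magnesium/KCl Tris buffer, pH 7.4, with 1 mM DTT. Hydrolysis ran 30 min at 37°C; ADP was read by HTRF.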
FUS yeast rescue: qHTS for Suppressors of FUS Proteinopathy: Primary screen using FUS-linked yeast assay | Potency, µM (highest dose often 76.6 µM), for inactives: at the highest dose growth rescue (activation), most hits filed as activators | S. cerevisiae FUS-expressing, growth rescue, OD600, 24 h | AID 1347120, 2019 | hit rate 0.24% among 390,000;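 also: potency is read from the fitted curve at half-maximal effect; plate controls were DMSO vehicle for no effect and reference control for full effect; nearly all actives have a fitted effect of over 55% in size; some results filed as inactive show a strong effect at the top dose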
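Cultures pregrown in 2.5% raffinose medium are shifted to minimal medium containing 2% galactose to express toxic FUS. Compounds are tested at several concentrations. After 24hr at 30C, growth is quantified at 600 nm absorbance.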
GLP-1R inv ag: qHTS of GLP-1 Receptor Inverse Agonists (Inhibition Mode); HEK293 GLP-1R CRE-luciferase, luminescence, 24 h; GLP-1R form is constitutively active; Potency, µM (titrated, usually from 38.3 µM), for the others: top-dose activity change, negative = inhibition, hits mostly inhibitors; Glucagon-like peptide 1 receptor (Homo sapiens), P43220; hit rate 1.6% among 410,000; also: potency is read from the fitted curve at half-maximal effect; % is scaled to controls: 0 for no effect and ±100 for the full control effect; nearly all actives have a fitted effect of over 55% in size
Target sequence (P43220 whole entry, looked up): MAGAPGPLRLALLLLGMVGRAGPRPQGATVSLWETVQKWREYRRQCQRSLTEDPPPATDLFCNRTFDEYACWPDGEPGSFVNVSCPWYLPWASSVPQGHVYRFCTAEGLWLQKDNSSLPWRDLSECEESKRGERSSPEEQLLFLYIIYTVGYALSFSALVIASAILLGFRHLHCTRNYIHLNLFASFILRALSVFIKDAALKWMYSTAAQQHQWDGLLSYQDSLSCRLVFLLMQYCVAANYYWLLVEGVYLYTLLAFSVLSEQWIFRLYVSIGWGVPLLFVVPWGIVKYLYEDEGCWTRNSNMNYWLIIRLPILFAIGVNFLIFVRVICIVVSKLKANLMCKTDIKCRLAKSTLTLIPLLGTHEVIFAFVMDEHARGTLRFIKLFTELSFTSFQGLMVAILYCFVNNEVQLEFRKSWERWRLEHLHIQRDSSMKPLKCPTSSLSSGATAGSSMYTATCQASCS
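GLP-1R inverse agonism mode: basal reporter luminescence in engineered HEK293 cells measured after one day of compound exposure at 37 deg C, with a 12 min room-temperature detection step.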
aSyn yeast inh: qHTS of alpha-syn Inhibitors | Potency, µM (titrated, usually from 46.1 µM), for the others: at the top dose growth rescue (activation), hits mostly activators | hit rate 0.14% among 370,000 | Yeast expressing alpha-synuclein, growth rescue, BacTiter-Glo, 24 h; also: potency is read from the fitted curve at half-maximal effect; % of control where 0% means no effect; nearly all actives have a fitted effect of over 65% in size
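Screening used galactose-induced yeast with toxic alpha-synuclein levels, exposed to compound for 24 hr at 30 deg C. Cell growth, read with BacTiter-Glo luminescence, gave the measured signal.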
PTHR1 ag: qHTS for PTHR1 Agonists: Primary Screen; Parathyroid hormone/parathyroid hormone-related peptide receptor (Homo sapiens), Q03431; HEK293 GP2 PTHR1 cells, GloSensor cAMP luminescence, 1 h; Potency, µM (top dose mostly 115 µM), for the others: at the top dose activation, most hits filed as activators; hit rate 0.075% among 410,000; AID 743266, 2014; also: potency is read from the fitted curve at half-maximal effect; nearly all actives have a fitted effect of over 55% in size; some results filed as inactive show a strong effect at the top dose; inactives centre near -15; many of its hits are not listed in these tables
Target sequence (Q03431 whole entry, looked up): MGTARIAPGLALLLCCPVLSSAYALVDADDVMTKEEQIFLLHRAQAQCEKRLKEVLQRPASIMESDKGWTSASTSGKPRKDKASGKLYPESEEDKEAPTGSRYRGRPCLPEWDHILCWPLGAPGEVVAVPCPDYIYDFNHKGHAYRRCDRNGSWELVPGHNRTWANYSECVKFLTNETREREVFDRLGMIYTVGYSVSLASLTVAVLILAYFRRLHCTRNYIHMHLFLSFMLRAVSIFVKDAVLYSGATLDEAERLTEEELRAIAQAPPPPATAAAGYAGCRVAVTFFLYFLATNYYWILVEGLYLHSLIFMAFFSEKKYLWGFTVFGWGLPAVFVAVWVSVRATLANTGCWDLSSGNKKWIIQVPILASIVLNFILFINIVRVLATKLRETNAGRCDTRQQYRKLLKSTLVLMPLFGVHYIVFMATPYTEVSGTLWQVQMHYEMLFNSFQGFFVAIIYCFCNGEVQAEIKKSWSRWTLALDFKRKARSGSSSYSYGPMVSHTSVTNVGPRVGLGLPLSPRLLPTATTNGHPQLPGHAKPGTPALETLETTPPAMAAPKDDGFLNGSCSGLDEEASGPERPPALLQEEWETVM
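HEK-293-derived GP2 cells expressing PTHR1 and a GloSensor cAMP reporter, 3,000/well, plated overnight, given luciferin plus IBMX (each 0.5 mM as added) for 1 h at 37 °C, then compound for 1 h at 37 °C. Luminescence was read after 15 min at room temperature.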
pAkt inh: HTS Assay for Inhibitors of Akt Phophorylation: Primary Screen. hit rate 0.32% among 360,000. Neuro2A IGF-stimulated pAkt S473 HTRF, 20 min; active compounds read low. activity change, % for hits at 50 µM. AID 651550, 2012; in the data active = activity change below about -80%; inconclusive = mostly about -51% to -80%; also: % is scaled to controls: 0 for no effect and ±100 for the full control effect
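Neuro2A cells in DMEM with 0.5% FBS, overnight at 37 deg C, given compound at single 50 µM final, then IGF (6 nM final) for 20 min at 37 deg C. Lysed; phospho-Akt Ser473 by HTRF after 24 h, 665/615 ratio.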
The depositor's hits bear a star; i = inactive; u = inconclusive; x = no result given; & = joins results of further samples; [ ] = another dose, or the depositor's remark. Unless noted, calls follow the shape of the dose curve; as a rule, active = well fitted curve in the direction sought with a large enough effect; inconclusive = small, poorly fitted or top-dose-only effect, or another doubt; inactive = no such curve, though single readings can be large; an effect the other way counts as inactive or inconclusive. Only part of the results is shown, so the mix of outcomes need not match the whole.

SMILES	Abeta yeast res	GLP1R cytotox	TDP43 rescue	MmCpn inh	FUS yeast rescue	GLP-1R inv ag	aSyn yeast inh	PTHR1 ag	pAkt inh
CCOc1cc(/C=N/n2cnnc2)ccc1OC(=O)c1cccc([N+](=O)[O-])c1	8%	6%	6%	1%	14%	7%	4%	-11%[57.5 µM]	i
COc1cccc(SCc2noc(C(=O)NCCC(C)C)c2C(=O)NCCC(C)C)c1	-6%	18%	-22%	x	24%	u	-3%	-23%	i
Cc1c(NS(=O)(=O)c2cc(C(=O)O)ccc2Cl)c(=O)n(-c2ccccc2)n1C	3%	-2%	-15%	0%	12%	-10%	-2%	i	i
COc1ccc(Cl)cc1NC(=S)NC(=O)c1ccc2c(c1)OCO2	-4%	-5%	-16%	x	18%	15%	-1%	i	i
CNC(=O)CSc1nnc(-c2cnccn2)n1C	6%	3%	16%	2%	-32%	19%	0%	i	i
COc1ccc(NC(=O)C(c2ccccc2)c2ccccc2)cn1	14%	-13%	-4%[0.397 µM]	-3%	-1%	u	-1%	i	i
O=C(COC(=O)c1ccc([N+](=O)[O-])o1)Nc1ccc(F)cc1	-78%[inhibitor]	-19%	16µM*	1%	-26%	14%	-7%	-25%	i
CCOC(=O)CNC(=O)Cc1ccc(Cl)cc1	-6%	2%	13%	0%	-8%	5%	0%	-12%	i
COc1ccc(S(=O)(=O)NCc2cccnc2)cc1NC(=O)c1ccc(C)cc1	6%	-10%	1%	0%	12%	-19%	1%	i	i
Cc1ccc(/C=C/C(=O)OCC(=O)NC(C)c2ccccc2)o1 (stereo not given)	-2%	1%	11%	0%	7%	-23%	0%[1.84 µM]	i	i
Cc1cc(Nc2cccc(Cl)c2)nc(N2CCOCC2)n1	2%	-2%	14%	0%	3%	u	3%	i	i
CCc1cccc(Nc2cnn(C34C[C@@H]5C[C@@H](CC(CC(=O)O)(C5)C3)C4)c(=O)c2Cl)c1	6%	3%	-5%	3%	u	-3%	6%	-6%	i
COC(=O)c1cn(NC(=O)COc2ccc(Cl)cc2)c(=O)c2ccccc12	-11%	0%	-4%[9.22 µM]	-3%	9%	16%	0%	-18%	i
CCOc1ccc(NC(=O)CN2CCN(CC(=O)Nc3ccc(F)cc3)CC2)cc1	7%	-13%	11%	-4%	-2%	-23%	0%	i	-117%*
CC(C)(C)NC(=O)Cc1ccc(S(=O)(=O)N2CCCC2)s1	12%	-12%	5%	1%	-5%	6%	2%	i	x
Brc1ccc(CNCCCSc2nnnn2-c2ccccc2)cc1	-2%	6%	2%	x	-13%	-20%	x	i	x
CC(=O)N1[C@H](Cc2ccccc2)C=C[C@]1(C)C(=O)NCCN1CCOCC1	6%	-1%	25%	0%	-18%	18%	3%	i	i
NC(=O)NCc1cccnc1	8%	10%	-23%	2%	-22%	6%	-1%	i	i
CCc1c(O)nc(SC2CC(=O)N(c3ccccc3)C2=O)[nH]c1=O (stereo not given)	10%	1%	10%	0%	-2%	9%	6%	-22%[57.5 µM]	i
COc1ccc(CCN2CC(C(=O)NCCc3cn[nH]c3)CCC2=O)cc1 (stereo not given)	9%	7%	-12%	2%	x	12%	2%	-34%	i
Cn1c(=O)c2c(-c3ccccc3)n(N3CCOCC3)cc2n(C)c1=O	1%	19%	3%	0%	15%	20%	6%	i	i
OC(c1cc(C(F)(F)F)nc2c(Cl)cc(Cl)cc12)C1CCCCN1 (stereo not given)	1%	u	-12%	-3%	-21%	u	-6%	i	i
COc1ccc(-c2nc(O)c3cnccn23)cc1	17%	-8%	13%	-1%	-23%	0%	0%	-18%	i
O=[N+]([O-])c1cc(-c2nc(-c3ccccc3)no2)ccc1N1CCOCC1	-11%	5%	17%	x	5%	6%	x	-15%	x
Cc1ccc(Cn2ccc(NC(=O)c3c(-c4ccccc4Cl)noc3C)n2)cc1	8%	-14%	14%	0%	19%	u	1%	i	i
Cc1c(Cl)cnc(NC(=O)COC(=O)CCS(=O)(=O)c2ccccc2)c1Cl	6%	18%	-3%	1%	10%	6%	0%	i	i
O=[N+]([O-])c1ccccc1S(=O)(=O)N1CCN(Cc2ccsc2)CC1	14%	-14%	-19%	2%	9%	-22%	3%	-16%	i
O=C(CCNS(=O)(=O)c1ccccc1C(F)(F)F)NNC(=O)C1COc2ccccc2O1 (stereo not given)	-2%	-10%	21%	-1%	10%	-2%	-2%	i	i
CN(Cc1nc2ccccc2c(=O)[nH]1)C(=O)c1cc2c(s1)CCCCC2	-10%	-4%	-21%	1%	-5%	-8%	-3%	i	i
Cc1ccccc1C(=O)OC1OC(=O)C(Cl)=C1Nc1ccccc1 (stereo not given)	24%	11%	22µM*	-2%	36%	u	0%	-23%	i

Rewritten as a markdown table: part of the list above.
| Structure | Abeta yeast res | GLP1R cytotox | TDP43 rescue | MmCpn inh | FUS yeast rescue | GLP-1R inv ag | aSyn yeast inh | PTHR1 ag | pAkt inh |
| --- | --- | --- | --- | --- | --- | --- | --- | --- | --- |
| Brc1ccc(CNCCCSc2nnnn2-c2ccccc2)cc1 | -2% | 6% | 2% | x | -13% | -20% | x | i | x |
| CC(=O)N1[C@H](Cc2ccccc2)C=C[C@]1(C)C(=O)NCCN1CCOCC1 | 6% | -1% | 25% | 0% | -18% | 18% | 3% | i | i |
| NC(=O)NCc1cccnc1 | 8% | 10% | -23% | 2% | -22% | 6% | -1% | i | i |

(more compounds)
SMILES	Abeta yeast res	GLP1R cytotox	TDP43 rescue	MmCpn inh	FUS yeast rescue	GLP-1R inv ag	aSyn yeast inh	PTHR1 ag	pAkt inh
COc1ccc(-c2c(NC(=O)c3ccco3)oc3c(C)cccc3c2=O)cc1	5%	0%	14µM*	0%	-6%	38%	0%	i	i
O=C(NCC(c1cccs1)N1CCOCC1)C1CCN(S(=O)(=O)c2ccccc2C(F)(F)F)CC1 (stereo not given)	8%	-30%	0%	1%	10%	-14%	2%	i	i
O=C(Nc1cccc(F)c1)C1CCN(C(=O)c2ccco2)CC1	6%	0%	-5%	1%	-1%	3%	8%	i	i
O=C(O)c1cccc2c1Oc1ccccc1S2(=O)=O	0%	5%	-8%	x	7%	-3%	-4%	i	i
CN(C)CCCC1Sc2ccccc2Sc2ccccc21 (stereo not given)	-13%	u	-23%	x	-18%	u	-6%	i	i
COc1ccc(/C=N/NC(=O)c2ccoc2C)cc1CN1CCN(c2ccc(F)cc2)CC1	-5%	5%	9%	1%	-22%	u	0%	-4%	i
CN(Cc1cnn(C)c1)C(=O)C1CCC(=O)N(Cc2cccc(C(F)(F)F)c2)C1 (stereo not given)	0%	15%	1%	-1%	9%	10%	-5%	i	i
CC(=O)Nc1ccc(S(=O)(=O)NCCC(=O)OCC(=O)c2ccccc2)cc1	4%	5%	9%	2%	-8%	-4%	-1%	3%	i
CCC(=O)Nc1ccc(N2CCCCC2)c(C(=O)Nc2ccccc2C)c1	9%	6%	-9%	-4%	11%	u	u	-15%	i
Cc1ccnc(NC(=O)C2CCN(S(=O)(=O)c3cccc4nsnc34)CC2)c1	0%	-16%	0%	1%	8%	-24%	2%	i	i
O=S(=O)(NCC1CCCO1)c1cc(Cl)ccc1Cl (stereo not given)	u	2%	8%	0%	-20%	7%	-1%	-23%[57.5 µM]	i
CC1=C2CCCC[C@@]23C2C(=O)N(C)C(=O)[C@@H]2ON3OC1 (stereo not given in full)	-11%	0%	4%	x	-8%	-8%	-6%	-3%	i
C=CCOc1c(Cl)cc(CNCCC)cc1Cl	4%	2%	-2%	1%	12%	0%	1%	i	-91%*
O=C(CSc1nccn1Cc1ccco1)Nc1cc(C(F)(F)F)ccc1Cl	21%	19%	11%	x	2%	u	x	-16%	x
CN(Cc1ccco1)C(=O)CN1C(=O)NC2(CCCCC2)C1=O	-1%	-20%	17%	1%	3%	3%	-1%	i	i
CN(C)Cc1ccc(O)c(CCc2ccccc2)n1	6%	1%	1%	-3%	-10%	0%	-1%	i	i
CCc1nc2ccc(C(=O)Nc3cccc(OCC(=O)N(C)C)c3)cn2c1N(CC)CCN(C)C	1%	0%	26%	x	0%	4%	-1%	-17%	i
C=CCOc1ccccc1CNCCc1ccc(S(N)(=O)=O)cc1	-8%	-12%	-12%	-7%	-8%	-9%	-2%	-22%	i
O=C(NCCc1c[nH]c2ccccc12)c1ccc(Br)o1	-4%	-21%	4%	0%	x	-29%	-8%	i	i
Cc1ccc(-c2cn3cccnc3n2)cc1NC(=O)c1ccc(Br)o1	-5%	-15%	-32%[inhibitor]	-6%	10%	0%	-1%	-22%[57.5 µM]	i
CCC(C)C(NC(=O)OC(C)(C)C)C(=O)NC(CC(C)C)C(N)=O (stereo not given)	-15%	1%	-19%	0%	23%	-9%	1%	-23%[57.5 µM]	i
COc1ccc(CCC(=O)Nc2sccc2C#N)cc1	-11%	19%	-9%[9.22 µM]	-7%	14%	-17%	2%	-13%	i
Cc1ccc(NC(=O)CSc2nccn2Cc2ccc3c(c2)OCO3)c(C)c1	19%	3%	u	x	-2%	-23%	x	i	x
Clc1ccccc1-c1ccc2ncnc(NCc3cccs3)c2c1	-13%	x	x	-6%&-1%	-1%	x	x	-9%	x
